Assay outcomes: PubChem BioAssay, several laboratories
TRPC6 inh: mouse TRPC6 channel inhibitors, primary screen, cell-based, HEK293, membrane potential dye; Short transient receptor potential channel 6 (Mus musculus), Q61143; B-score at 10 µM; ACh-evoked depolarization; hits give low values; 1.1% of 310,000 active; AID 2553, 2010;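 active means B-score under library mean minus 3 SD, initial fluorescence not abnormally high, positive integrated signal ratio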;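 further: B-score derived from integrated fluorescence ratio over the kinetic read; more negative B-score means stronger inhibition of depolarization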
MrgX1 agonist: agonists of human MrgX1 receptor, primary screen, HEK293 cells, Fluo-4 calcium flux. Mas-related G-protein coupled receptor member X1 (Homo sapiens), Q96LB2. Fluo-4 calcium fluorescence, agonist mode; hits give high values. B-score at 10 µM. 0.44% of 310,000 active. AID 588627, 2011;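 active means calcium response B-score plate-corrected fluorescence ratio at least 3 library SD, with starting fluorescence B-score inside 5 SD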
Target sequence (Q96LB2 whole entry, looked up): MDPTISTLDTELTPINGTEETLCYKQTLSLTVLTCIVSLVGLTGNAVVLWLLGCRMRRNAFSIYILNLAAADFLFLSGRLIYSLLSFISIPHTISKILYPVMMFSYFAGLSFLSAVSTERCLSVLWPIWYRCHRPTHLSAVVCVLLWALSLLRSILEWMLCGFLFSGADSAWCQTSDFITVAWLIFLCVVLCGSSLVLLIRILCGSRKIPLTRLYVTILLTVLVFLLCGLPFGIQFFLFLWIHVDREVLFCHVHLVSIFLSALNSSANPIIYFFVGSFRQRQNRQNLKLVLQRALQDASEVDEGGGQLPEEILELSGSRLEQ
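Assay system: MrgX1-expressing HEK293 cells / Amount: fifteen thousand cells per well / Doses: test compound in the initial addition of three / Timing: cells plated overnight, dye loaded 0.5 h 37 °C, 0.5 h room temperature / Technique: kinetic calcium dye fluorescence, Fluo-4 NW / Control set: positive and negative controls per plate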
MrgX1 antag: antagonists of human MrgX1 receptor, primary screen, HEK293 cells, Fluo-4 calcium flux; BAM8-22 antagonism; hits give low values; B-score at 10 µM; 1.3% of 310,000 active;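 active means calcium-response B-score plate-corrected more than 3 library SD below zero, starting fluorescence within 5 deviations, no agonist response on first addition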;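 further: peak minus trough fluorescence over baseline after final BAM8-22 challenge near maximal dose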
TRPC4 inh: inhibitors of mouse TRPC4 channel, primary screen, Fluo4 calcium, HEK293 TRPC4beta/mu-opioid cells; 0.39% of 300,000 active; B-score at 10 µM; DAMGO-evoked Fluo4 calcium flux; hits give low values;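 active means B-score over 3 SD under the library average, no early fluorescence shift, positive overall ratio signal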
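Assay system: Stable TRPC4beta/mu-opioid receptor HEK293 cells | Reagent: DAMGO in two steps, submaximal then maximal | Compound dosing: Single concentration per test compound | Signal: Fluo4 Ca2+ flux fluorescence | Evaluation: Per-well B score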
Platelet DG rel: inhibitors of platelet dense granule secretion, primary screen, cell-based, MLPCN, human platelets; human platelet-rich plasma, SFLLRN dense granule ATP release, luminescence; inhibition, %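 (compounds screened at 7.5 µM in platelet-rich plasma)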; 0.22% of 300,000 active;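 active means mean replicate score, as percent of positive control, at or above 50; inconclusive means mean below 50 but at least one replicate at or above 50; inactive means mean and every replicate below 50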
HIF activator: HIF pathway transcriptional activators, primary screen, cell-based, U2OS HRE-luciferase, luminescence | U2OS HRE-luciferase reporter; normalized: DMSO 0%, desferrioxamine 100% | 0.32% of 300,000 active | activation, % at 7.5 µM (by protocol);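 active means mean activation of at least 10% of the iron chelator positive control signal, with at least half of replicates also reaching 10%; inconclusive means mean and replicate majority disagree about reaching 10%; inactive means mean and most replicates under 10%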
SKKanGAS inh: S. pyogenes SKKanGAS growth inhibitors in kanamycin, primary screen, streptokinase expression inhibitor project, SKKanGAS strain, BacTiter-Glo luminescence; inhibition, % at 7.5 µM; AID 1662, 2009; 1.3% of 300,000 active; 6 h;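 active means mean replicate score, as percent of positive control median, at least 50; inconclusive means mean below 50 but one replicate at or above 50; inactive means mean and every replicate below 50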;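 further: strain carries kanamycin resistance gene driven by streptokinase promoter and grows in 40 µg/ml kanamycin; loss of luminescence reflects streptokinase promoter inhibition or plain growth inhibition; 0% = median of DMSO wells and 100% = positive control at its reference dose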
MrgX1 allo act: positive allosteric modulators of MrgX1, primary screen, HEK293 cells, Fluo-4 calcium flux; B-score at 10 µM; FDSS; hits give high values; 0.63% of 310,000 active;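 active means plate-corrected calcium response at least 3 library SD above typical, normal starting fluorescence, not activating the receptor alone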;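 further: compound read alongside a low EC10 to EC30 dose of BAM8-22 agonist; peak minus trough fluorescence over baseline measured at the second addition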
RGS4 inh: RGS4 inhibitors, primary screen, cell-based, HEK293 M3R inducible RGS4, calcium flux. 0.45% of 310,000 active. Fluo-4 calcium flux; hits give high values; triggered by carbachol at its EC20. Regulator of G-protein signaling 4 (Homo sapiens), P49798. B-score at 10 µM;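 active means B-score, a plate-corrected calcium signal, over three deviations above library mean, with baseline fluorescence within five deviations of library mean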;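 further: RGS4 expression induced by doxycycline in cells with stable M3 receptor; B-score is computed from the integrated fluorescence ratio over baseline after carbachol; higher B-score means a larger calcium signal and so more RGS4 inhibition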
Target sequence (P49798 whole entry, looked up): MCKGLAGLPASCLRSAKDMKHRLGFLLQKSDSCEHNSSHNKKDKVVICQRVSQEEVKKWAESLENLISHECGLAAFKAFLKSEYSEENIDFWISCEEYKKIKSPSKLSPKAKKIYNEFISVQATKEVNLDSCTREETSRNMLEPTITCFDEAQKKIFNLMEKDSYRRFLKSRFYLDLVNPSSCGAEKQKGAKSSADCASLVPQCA
RGS4 pot: RGS4 potentiators or activators, primary screen, cell-based, HEK293 M3R inducible RGS4, calcium flux. carbachol calcium flux Fluo4; hits give low values. B-score at 10 µM. 0.92% of 310,000 active;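 active means B-score of the integrated calcium signal more than 4 SD below the library mean, with starting fluorescence not abnormally high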;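 further: negative B-score means reduced calcium response which marks RGS4 activation or potentiation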
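Material: Inducible-RGS4 HEK293 cells carrying M3 receptor; also added: carbachol at ECmax as muscarinic agonist stimulus; incubation: compound preincubation 20 min at room temperature before agonist; signal: Fluo4-AM (2 µM) calcium-flux fluorescence, kinetic read; measure: integrated calcium ratio converted to B score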
TRPC6 act: mouse TRPC6 channel activators, primary screen, cell-based, HEK293, membrane potential dye; HEK293-TRPC6 membrane potential dye fluorescence; hits give high values; Short transient receptor potential channel 6 (Mus musculus), Q61143; B-score at 10 µM; AID 2550, 2010; 0.13% of 310,000 active;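 active means B-score of the integrated fluorescence ratio above library mean plus 3 SD, and starting fluorescence ratio within library mean plus 5 SD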;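 further: higher score means more depolarization so channel activation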
Active calls of the source: *.

`COc1ccc(N2C(=NC(=O)CCCc3ccccc3)SC3CS(=O)(=O)CC32)cc1` (stereo not drawn) gave TRPC6 inh inactive, MrgX1 agonist inactive, MrgX1 antag inactive, TRPC4 inh inactive, Platelet DG rel 4, HIF activator 0.6, SKKanGAS inh -3, MrgX1 allo act inactive, RGS4 inh inactive, RGS4 pot inactive and TRPC6 act inactive.
For CCn1cc(/C=C(\NC(=O)c2ccccc2F)C(=O)N2CCOCC2)c2ccccc21 the results were TRPC6 inh inactive, MrgX1 agonist inactive, MrgX1 antag inactive, TRPC4 inh inactive, Platelet DG rel 0, HIF activator 0.0, SKKanGAS inh 4, MrgX1 allo act inactive, RGS4 inh inactive, RGS4 pot inactive and TRPC6 act inactive.
For O=C(N/N=C/c1ccncc1)c1ccc(OCc2ccccc2)cc1 the results were TRPC6 inh inactive, MrgX1 agonist inactive, MrgX1 antag inactive, TRPC4 inh inactive, Platelet DG rel -2, SKKanGAS inh 5, MrgX1 allo act inactive, RGS4 inh inactive, RGS4 pot inactive and TRPC6 act inactive.
`COc1ccc(NC(=O)CSc2ccc3nnc(CCNC(=O)c4ccccc4)n3n2)cc1` gave TRPC6 inh inactive, MrgX1 agonist inactive, MrgX1 antag inactive, TRPC4 inh inactive, Platelet DG rel 2, HIF activator -0.2, SKKanGAS inh -2, MrgX1 allo act inactive, RGS4 inh inactive, RGS4 pot inactive and TRPC6 act inactive.
For C=CCNC(=S)N1CCc2c([nH]c3ccccc23)C1C (stereo not drawn) the results were TRPC6 inh inactive, MrgX1 agonist inactive, MrgX1 antag inactive, TRPC4 inh inactive, Platelet DG rel 2, HIF activator 1.0, SKKanGAS inh 0, MrgX1 allo act inactive, RGS4 inh inactive, RGS4 pot inactive and TRPC6 act inactive.
COc1ccc(Cc2nnc(NS(=O)(=O)Cc3ccccc3)s2)cc1 was read as TRPC6 inh inactive, MrgX1 agonist inactive, MrgX1 antag inactive, TRPC4 inh inactive, Platelet DG rel 9, HIF activator -1.3, SKKanGAS inh 0, MrgX1 allo act inactive, RGS4 inh inactive, RGS4 pot inactive and TRPC6 act inactive.
O=C(NCc1ccccc1Cl)C1CCC(=O)N(CC2CCCCC2)C1 (stereo not drawn) was read as TRPC6 inh inactive, MrgX1 agonist inactive, MrgX1 antag inactive, TRPC4 inh inactive, Platelet DG rel 2, HIF activator -0.3, SKKanGAS inh 0, MrgX1 allo act inactive, RGS4 inh inactive, RGS4 pot inactive and TRPC6 act inactive.
`COc1ccc(OC)c(NC(=O)c2cc(-c3c(C)cc(C)cc3O)n[nH]2)c1` gave TRPC6 inh inactive, MrgX1 agonist inactive, MrgX1 antag inactive, TRPC4 inh inactive, Platelet DG rel 19, HIF activator 0.0, SKKanGAS inh 30, MrgX1 allo act inactive, RGS4 inh inactive, RGS4 pot inactive and TRPC6 act inactive.
`CN(Cc1ccccc1)C(=O)CN(c1ccccc1Cl)S(C)(=O)=O` gave TRPC6 inh inactive, MrgX1 agonist inactive, MrgX1 antag inactive, TRPC4 inh inactive, Platelet DG rel 8, HIF activator 0.1, SKKanGAS inh -3, MrgX1 allo act inactive, RGS4 inh inactive, RGS4 pot inactive and TRPC6 act inactive.
Screening CC(=O)c1ccc(NC(=O)Nc2ccc([N+](=O)[O-])cc2)cc1 returned TRPC6 inh inactive, MrgX1 agonist inactive, MrgX1 antag inactive, TRPC4 inh inactive, Platelet DG rel -2, HIF activator 4.0, SKKanGAS inh 7, MrgX1 allo act inactive, RGS4 inh inactive, RGS4 pot inactive and TRPC6 act inactive.
Screening Cc1ccccc1NC(=O)CCCNC(=O)c1ccc(Cl)cc1 returned TRPC6 inh inactive, MrgX1 agonist inactive, MrgX1 antag inactive, TRPC4 inh inactive, Platelet DG rel 0, HIF activator 3.2, SKKanGAS inh -14, MrgX1 allo act inactive, RGS4 inh inactive, RGS4 pot inactive and TRPC6 act inactive.
For O=C1CC(Nc2ccccc2)C(=O)N1Cc1ccccc1 (stereo not drawn) the results were TRPC6 inh inactive, MrgX1 agonist inactive, MrgX1 antag inactive, TRPC4 inh inactive, Platelet DG rel -1, HIF activator inconclusive, SKKanGAS inh 1, MrgX1 allo act inactive, RGS4 inh inactive, RGS4 pot inactive and TRPC6 act inactive.
For Cc1cc(C(=O)Nc2ncn(Cc3ccc(F)cc3)n2)ccc1[N+](=O)[O-] the results were TRPC6 inh inactive, MrgX1 agonist inactive, MrgX1 antag inactive, TRPC4 inh inactive, Platelet DG rel 0, HIF activator 0.1, SKKanGAS inh -2, MrgX1 allo act inactive, RGS4 inh inactive, RGS4 pot inactive and TRPC6 act inactive.
COc1cc(/C=C/C(=O)O)ccc1O was read as TRPC6 inh inactive, MrgX1 agonist inactive, MrgX1 antag inactive, TRPC4 inh inactive, Platelet DG rel 0, HIF activator 0.0, SKKanGAS inh -1, MrgX1 allo act inactive, RGS4 inh inactive, RGS4 pot inactive and TRPC6 act inactive.
For CC(C)c1ccc(OCC(O)CNC(C)c2ccccc2)cc1 (stereo not drawn) the results were TRPC6 inh inactive, MrgX1 agonist inactive, MrgX1 antag inactive, TRPC4 inh inactive, Platelet DG rel 9, HIF activator -0.3, SKKanGAS inh -2, MrgX1 allo act inactive, RGS4 inh inactive, RGS4 pot inactive and TRPC6 act inactive.
For O=C(NC(=O)N1CCN(c2ccccc2F)CC1)c1ccccc1 the results were TRPC6 inh inactive, MrgX1 agonist inactive, MrgX1 antag inactive, TRPC4 inh inactive, Platelet DG rel -10, HIF activator 0.0, SKKanGAS inh -8, MrgX1 allo act inactive, RGS4 inh inactive, RGS4 pot inactive and TRPC6 act inactive.
CCCOc1ccc(C(=O)Nc2ccc3c(c2)OCCO3)cc1 was read as TRPC6 inh inactive, MrgX1 agonist inactive, MrgX1 antag inactive, TRPC4 inh inactive, Platelet DG rel 17, HIF activator 0.5, SKKanGAS inh 7, MrgX1 allo act inactive, RGS4 inh inactive, RGS4 pot inactive and TRPC6 act inactive.
COc1ccc(C(=O)CCC(=O)N2CCN(c3ccccc3)CC2)cc1 was read as TRPC6 inh inactive, MrgX1 agonist inactive, MrgX1 antag inactive, TRPC4 inh inactive, Platelet DG rel 4, HIF activator -0.1, SKKanGAS inh -5, MrgX1 allo act inactive, RGS4 inh inactive, RGS4 pot inactive and TRPC6 act inactive.
`Cc1ccc(C(=O)N/N=C\c2ccc(-c3ccc(Cl)cc3)o2)cn1` gave TRPC6 inh inactive, MrgX1 agonist inactive, MrgX1 antag inactive, TRPC4 inh inactive, Platelet DG rel 4, HIF activator 1.0, SKKanGAS inh -9, MrgX1 allo act inactive, RGS4 inh inactive, RGS4 pot inactive and TRPC6 act inactive.
Screening CC12CCC(=O)N1C(C(=O)Nc1cccc(F)c1)CS2 (stereo not drawn) returned TRPC6 inh inactive, MrgX1 agonist inactive, MrgX1 antag inactive, TRPC4 inh inactive, Platelet DG rel 16, HIF activator -0.2, SKKanGAS inh -1, MrgX1 allo act inactive, RGS4 inh inactive, RGS4 pot inactive and TRPC6 act inactive.

Quoted from above (2 entries):
`COc1ccc(N2C(=NC(=O)CCCc3ccccc3)SC3CS(=O)(=O)CC32)cc1` (stereo not drawn) gave TRPC6 inh inactive, MrgX1 agonist inactive, MrgX1 antag inactive, TRPC4 inh inactive, Platelet DG rel 4, HIF activator 0.6, SKKanGAS inh -3, MrgX1 allo act inactive, RGS4 inh inactive, RGS4 pot inactive and TRPC6 act inactive.
For CCn1cc(/C=C(\NC(=O)c2ccccc2F)C(=O)N2CCOCC2)c2ccccc21 the results were TRPC6 inh inactive, MrgX1 agonist inactive, MrgX1 antag inactive, TRPC4 inh inactive, Platelet DG rel 0, HIF activator 0.0, SKKanGAS inh 4, MrgX1 allo act inactive, RGS4 inh inactive, RGS4 pot inactive and TRPC6 act inactive.

The results go on.
[O-]/C(=C(\C(=S)Nc1cccc2ccccc12)[n+]1ccccc1)c1ccc2c(c1)OCCO2 was read as TRPC6 inh inactive, MrgX1 agonist inactive, MrgX1 antag inactive, TRPC4 inh inactive, Platelet DG rel 9, HIF activator -1.5, SKKanGAS inh 12, MrgX1 allo act inactive, RGS4 inh inactive, RGS4 pot inactive and TRPC6 act inactive.
Screening CN(C)/C=C/C1=CC(=O)CC(C)(C)C1 returned TRPC6 inh inactive, MrgX1 agonist inactive, MrgX1 antag inactive, TRPC4 inh inactive, Platelet DG rel -2, HIF activator 0.1, SKKanGAS inh 13, MrgX1 allo act inactive, RGS4 inh inactive, RGS4 pot inactive and TRPC6 act inactive.
CCOC(=O)c1sc(=S)n(-c2cccc(C(F)(F)F)c2)c1SC was read as TRPC6 inh inactive, MrgX1 agonist inactive, MrgX1 antag inactive, TRPC4 inh inactive, Platelet DG rel -4, HIF activator -0.2, SKKanGAS inh 16, MrgX1 allo act inactive, RGS4 inh inactive, RGS4 pot inactive and TRPC6 act inactive.
For O=C(NCCc1ccccc1)C(=O)c1cn(CC(=O)N2CCCC2)c2ccccc12 the results were TRPC6 inh inactive, MrgX1 agonist inactive, MrgX1 antag inactive, TRPC4 inh inactive, Platelet DG rel -4, HIF activator 0.3, SKKanGAS inh -6, MrgX1 allo act inactive, RGS4 inh inactive, RGS4 pot inactive and TRPC6 act inactive.
`COC(=O)c1cc(-c2ccc(Br)cc2)c2c(=O)[nH]c(=O)n(C)c2n1` gave TRPC6 inh inactive, MrgX1 agonist inactive, MrgX1 antag inactive, TRPC4 inh inactive, Platelet DG rel 1, HIF activator 0.3, SKKanGAS inh 62*, MrgX1 allo act inactive, RGS4 inh inactive, RGS4 pot inactive and TRPC6 act inactive.
`O=C1C2C3C=CC(CC3)C2C(=O)N1/N=C/c1ccc(O)cc1` (stereo not drawn) gave TRPC6 inh inactive, MrgX1 agonist inactive, MrgX1 antag inactive, TRPC4 inh inactive, Platelet DG rel -2, HIF activator 0.3, SKKanGAS inh 0, MrgX1 allo act inactive, RGS4 inh inactive, RGS4 pot inactive and TRPC6 act inactive.
